High-throughput results: PubChem BioAssay, National Center for Advancing Translational Sciences (NCATS)
Vif-A3F inh: Vif-A3F binding inhibition. 390,000 tested, 0.2% active. Potency, µM (highest dose often 46.1 µM), inactives show at the highest dose activity, negative = active. HeLa A3F-eYFP + Vif (tagged APOBEC3F with the HIV-1 protein that degrades it), YFP fluorescence increase; also: potency is read from the fitted curve at half-maximal effect; % of control where 0% means no effect; nearly all actives have a fitted effect of over 65% in size
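HeLa cells stably expressing Vif plus C-terminally eYFP-tagged A3F were seeded, incubated overnight at 37 deg C, dosed with compound, incubated overnight again at 37 deg C. Yellow fluorescence (Ex 488/Em 500-530) reported blocked Vif-mediated A3F-eYFP degradation.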
ERG Ets-DNA blk: blocks human ERG Ets domain binding to DNA; 370,000 tested, 0.028% active; Potency, µM (doses to about 76.9 µM), for the others: at the top dose FP activity, negative = inhibition, hits mostly inhibitors; AID 624246; fluorescence polarization, His-ERG Ets domain / labelled DNA; active = well fitted inhibition curve with a large enough effect in the polarisation, with a control signal flat; inconclusive = small, poorly fitted or top-dose-only effect, or effect the other way, or a change in a side signal; inactive = no such curve, though single readings can be large or run the other way; the % refers to the polarisation;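 also: polarization taken with two DNA probes labelled with fluorescein and Texas red; potency is read from the fitted curve at half-maximal effect; % of control where 0% means no effect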
Target sequence (P11308 whole entry, looked up, the tested form may be a part): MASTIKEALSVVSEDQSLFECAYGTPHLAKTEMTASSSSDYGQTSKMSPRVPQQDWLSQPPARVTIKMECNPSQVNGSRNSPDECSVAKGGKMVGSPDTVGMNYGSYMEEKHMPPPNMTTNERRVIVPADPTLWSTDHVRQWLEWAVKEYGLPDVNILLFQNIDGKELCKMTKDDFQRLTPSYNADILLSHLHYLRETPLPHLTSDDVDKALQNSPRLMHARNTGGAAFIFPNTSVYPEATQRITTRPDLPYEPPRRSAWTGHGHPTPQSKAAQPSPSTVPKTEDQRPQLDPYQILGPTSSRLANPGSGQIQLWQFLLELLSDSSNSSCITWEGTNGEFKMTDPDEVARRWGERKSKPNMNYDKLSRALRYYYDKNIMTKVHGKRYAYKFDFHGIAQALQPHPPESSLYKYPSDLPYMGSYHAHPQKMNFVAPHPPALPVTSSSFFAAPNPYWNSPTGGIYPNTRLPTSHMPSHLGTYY
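His-tagged ERG Ets domain (1 uM in the protein solution; 300mM KCl, 50mM Tris-HCl, 1mM EDTA, 1mM DTT, pH 7.5) received compound, then a probe mix of 5 nM fluorescein-DNA and 100nM Texas-615-DNA. Fluorescence polarization was read for both dyes.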
D2 agonist: activates the human D2 dopamine receptor; P14416; HEK293 T-REx D2 cells, calcium flux agonist mode; activation, % at 2 µM; 340,000 tested, 0.53% active;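 active = activation over 3 SD above normal in the single-dose calcium agonist read, cut at about 30% in these data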; also: 0% is about no effect
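In this primary screen, compounds producing a positive calcium signal within 180 s of addition to tetracycline-induced, force-coupled HEK293 Trex D2 cells are flagged; cells are dye-loaded with a no-wash calcium kit beforehand.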
Vif-APOBEC3G blk: Vif-A3G binding inhibition; Q9HC16; HeLa A3G-eYFP + Vif (tagged APOBEC3G with the HIV-1 protein that degrades it), YFP fluorescence, overnight; Potency, µM (doses to about 46.1 µM), for inactives: at the top dose activity, negative = active, most hits filed as inhibitors; 410,000 tested, 0.076% active; AID 602310;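 also: potency is read from the fitted curve at half-maximal effect; % is scaled to controls: 0 for no effect and ±100 for the full control effect; nearly all actives have a fitted effect of over 60% in size; hits raise eYFP signal because A3G escapes Vif-driven loss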
Target sequence (Q9HC16 whole entry, looked up): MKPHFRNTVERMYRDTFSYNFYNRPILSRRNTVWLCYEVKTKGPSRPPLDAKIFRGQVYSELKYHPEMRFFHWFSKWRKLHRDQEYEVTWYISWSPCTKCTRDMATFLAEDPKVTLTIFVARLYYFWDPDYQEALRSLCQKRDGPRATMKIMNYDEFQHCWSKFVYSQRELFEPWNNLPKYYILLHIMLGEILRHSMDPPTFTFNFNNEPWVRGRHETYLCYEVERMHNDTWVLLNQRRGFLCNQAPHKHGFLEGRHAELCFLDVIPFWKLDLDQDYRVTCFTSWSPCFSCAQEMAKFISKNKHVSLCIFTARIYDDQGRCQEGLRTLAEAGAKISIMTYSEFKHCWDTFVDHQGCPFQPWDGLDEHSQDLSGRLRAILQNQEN
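HeLa cells stably expressing Vif and C-terminally eYFP-tagged A3G, seeded overnight at 37 deg C, then exposed to compound by pintool overnight at 37 deg C. Rise in yellow fluorescence (Ex 488/Em 500-530, Acumen) marks blocked Vif-driven A3G degradation.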
D2 antagonist: D2 dopamine receptor (human) antagonism; HEK293 TREx D2 cells, calcium flux, dopamine EC80; inhibition, % at 10 µM; 340,000 tested, 2% active; AID 485344; in the data active = inhibition above about 30%; also: 0% is about no effect
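Inhibition of EC80 dopamine-driven calcium flux, recorded kinetically, defines activity here; cells are a tetracycline-induced HEK293 T-REx line expressing force-coupled D2.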
12-LOX inh: blocks human arachidonate 12S-lipoxygenase | P18054 | purified 12hLO, xylenol orange hydroperoxide absorbance | Potency, µM (series often up to 108 µM), for the others: top-dose activity change, negative = inhibition, hits mostly inhibitors | 580,000 tested, 1.1% active | AID 1671190; also: potency is read from the fitted curve at half-maximal effect; % is scaled to controls: 0 for no effect and ±100 for the full control effect
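Hydroperoxide product was detected by ferrous iron/xylenol orange as the 573 to 405 nm absorbance ratio. Arachidonic acid at 40 uM (final) was turned over for 30 min at room temperature by 150 nM human 12hLO, pH 7.0 Hepes buffer, after 15 min compound preincubation.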
LDHA block: LDHA (human) enzyme inhibition; activity change, % (values are at about 110 or 230 µM); 480,000 tested, 0.15% active; AID 1347041; purified LDHA, NADH/diaphorase-resazurin fluorescence; stronger effect = lower value; in the data active = activity change below about -30%; inconclusive = mostly about -25% to -30%;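 also: plate controls were DMSO wells for no effect and wells without enzyme for full effect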
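Remaining NADH was detected by diaphorase (0.133 mg/mL) converting 37 µM resazurin to fluorescent resorufin, read at 0 and 20 minutes. The preceding 5-minute room-temperature reaction used 2 nM LDHA, 0.2 mM sodium pyruvate and 0.06 mM NADH at pH 7.4.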
RGS4 inhibitor: inhibitors of human regulator of G protein signaling 4; P49798; Transcreener GDP fluorescence polarization, RGS4-accelerated GTP hydrolysis; Potency, µM (doses to about 114 µM), without a hit: top-dose activity change, negative = inhibition, usual class: inhibitors; 390,000 tested, 0.039% active; AID 504845; also: potency is read from the fitted curve at half-maximal effect; % is scaled to controls: 0 for no effect and ±100 for the full control effect; nearly all actives have a fitted effect of over 75% in size; some results filed as inactive show a strong effect at the top dose
Target sequence (P49798 whole entry, looked up): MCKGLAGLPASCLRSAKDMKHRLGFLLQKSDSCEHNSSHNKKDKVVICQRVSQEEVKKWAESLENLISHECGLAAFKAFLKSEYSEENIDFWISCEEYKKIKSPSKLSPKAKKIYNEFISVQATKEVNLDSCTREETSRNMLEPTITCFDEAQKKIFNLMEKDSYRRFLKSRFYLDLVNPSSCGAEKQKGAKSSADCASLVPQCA
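MLSMR compounds (23 nl, pin-transferred) preincubated 10 min at room temperature with a 500nM (2x) first reagent, then RGS4 at 900nM (2x) plus Transcreener GDP mix added; fluorescence polarization (620/688 nm) read before and after 90 min at 30 °C.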
GRP78 ERSR act: inducers of ER stress response in human glioma cells; U87-MG GRP78 promoter luciferase reporter, 16 h; Potency, µM, without a hit: at the top dose activation, most hits filed as activators; 420,000 tested, 0.02% active; AID 602332; also: potency is read from the fitted curve at half-maximal effect; series mostly up to about 76 µM; % of control where 0% means no effect; nearly all actives have a fitted effect of over 35% in size
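Stably transfected U87-MG glioma cells carrying a GRP78-based luciferase sensor; 16 h compound incubation. Luminescence end-point read 10 min after Bright-Glo addition at room temperature.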
An asterisk follows results filed as active; ? = inconclusive; · = not tested or not shown; & = joins results of further samples; [ ] = remark or other dose. Unless noted, calls follow the shape of the dose curve; as a rule, active = well fitted curve in the direction sought with a large enough effect; inconclusive = small, poorly fitted or top-dose-only effect, or another doubt; inactive = no such curve, though single readings can be large; an effect the other way counts as inactive or inconclusive. A portion of the library. The share of hits here may be higher or lower than overall.

SMILES	Vif-A3F inh	ERG Ets-DNA blk	D2 agonist	Vif-APOBEC3G blk	D2 antagonist	12-LOX inh	LDHA block	RGS4 inhibitor	GRP78 ERSR act
O=C(COc1ccc2c(-c3ccccc3)cc(=O)oc2c1)NC(Cc1c[nH]c2ccccc12)C(=O)O (centres undefined)	-2%	-4%	·	-2%	·	-13%	-5	-10%	2%
Cc1c(C(=O)N(Cc2ccco2)Cc2cccs2)oc2ccccc12	-10%	2%	0.3	-4%	-5	-11%	1	-40%	-4%
O=C(c1[nH]c2ccccc2c1Sc1ccc(Cl)cc1)N1CCCCC1	5%	-2%	1.2	-9%	·	?	-6	29%	-1%
COc1ccc(-c2csc(Cc3nnc4n3CCCCC4)n2)cc1OC	-7%	5%	-0.1	-1%	6	?	-2	-25%	0%
CCOC(=O)c1cc(-c2ccccc2)n(CC(=O)Nc2cc(OC)cc(OC)c2)c1C	-4%	6%	-0.8	1%	4	3%	3	-32%	-5%
COC(=O)C1=C(C)N(Cc2ccc(OC)c(OC)c2)C(=O)C1	7%	-1%	0.9	-6%	-32	11%	-7	-16%[11.4 µM]	-6%
CC(=O)NC(C)c1cc(Cl)c2ccccc2c1O (centres undefined)	-3%	·	-0.2	0%	4	13%	2	-2%	-5%
Cc1ccc(C(=O)N2CCC(C(=O)c3ccc(Cl)cc3)CC2)cc1	0%	-6%	0.7	0%	-9	-17%	1	8%	-3%
Cc1cc(C)nc(SCc2cc(=O)c(OC(=O)c3cccc([N+](=O)[O-])c3)co2)n1	-8%	1%	-0.3	0%	12	-20%	1	-11%	-4%
CCCCn1c(C(C)NC(=O)CCC)nc2ccccc21 (centres undefined)	2%	-1%	-0.3	-2%	0	-1%	3	13%	-2%
CC1=[N+](C)c2c(ccc3cccnc23)C1(C)C	?	125%[activator]	4.1	?	26	1%	5	?	-8%
O=C(NCc1ccncc1)c1ccc(Cl)c(S(=O)(=O)N2CCCCC2)c1	-23%	11%	-0.3	-3%	16	2%	3	-22%	-3%
O=C(NCCc1ccc(Cl)cc1)c1n[nH]c2ccccc12	13%	-1%	-0.3	7%	-20	-15%	1	-55%[56.9 µM]	5%
CC(=O)O[C@H]1CC[C@@]2(C)C(=CC[C@H]3[C@@H]4CC[C@H](C(C)=O)[C@@]4(C)CC[C@@H]32)C1	3%	1%	·	3%	·	4%	-3	6%	-2%
COc1ccc(-n2nc(C(=O)NCC(=O)Nc3cccc(Cl)c3)c3ccccc3c2=O)cc1	-4%	2%	0.1	-5%	0	0%	-3	-46%	-4%
O=c1cc(-c2ccccc2)n2c(SCc3ccccc3)nnc2[nH]1	-4%	-5%	-0.3	9%	·	-26%&2%	-24&-5	0%	-1%
CCC(=O)c1ccc(OCC(=O)NCCC2=CCCCC2)c(OC)c1	8%	-4%	-0.7	0%	-4	-11%	-9	-19%	0%
COc1ccc2nc(C)cc(N/N=C/c3ccccc3)c2c1	?	·	0.5	-12%	-9	·	-2	-7%	17%
Cc1ccc(OCC(=O)Nc2ccc(-n3cnnn3)cc2)c(C)c1	-9%	-6%	0.1	-4%	-3	-7%	-6	37%	-4%
C[N+]1(C)CC2=Cc3ccccc3CC2C1 (centres undefined)	10%	10%	0.1	1%	-15	16%	-2	4%	-1%
COc1cc(/C=C(/C#N)C(=O)NCCc2c[nH]c3ccccc23)ccc1OCc1ccccc1F	-12%	-6%	0.5	1%	13	-26%	-8	-3%	-3%
O=c1[nH]c(=O)c2[nH]c(=S)n(-c3ccccc3)c2[nH]1	-2%	6%	·	0%	·	?	12	-46%	-2%
CC(C)C[C@@]12C(=O)N(c3cccc(F)c3)C(=O)N1[C@H](c1ccc(F)cc1)[C@@H]1C(=O)N(C3CCCCC3)C(=O)[C@@H]12	9%	-1%	1.6	-6%	-2	5%	-5	6%	3%
COc1ccccc1N1CCN(C(=O)CSc2ncnc3c2cnn3-c2ccc(C)c(C)c2)CC1	0%	7%	1.0	1%	-12	·	3	-19%	5%
CCC1CN(C(=O)N2CCC(C(=O)NCCC3=CCCCC3)CC2)c2ccccc2O1 (centres undefined)	0%	3%	-0.2	1%	·	0%	1	-19%	-2%
CCCCCCc1ccc(OCC(=O)OC)cc1OCC(=O)OC	-3%	·	-0.4	-1%	6	-8%	3	-8%	0%
Cc1c(C(=O)N(C)c2ccccc2Cl)cnn1-c1ccccc1	9%	3%	-0.7	0%	14	-33%	-13	-8%	2%
CCc1ccc(OCC(=O)c2c(O)c3ccccc3oc2=O)cc1	2%	17%	-0.1	0%	-9	?	0	14%	2%
O=C(NCCc1ccccc1)c1cccc(N2C(=O)C3CC=CCC3C2=O)c1 (centres undefined)	6%	0%	0.2	7%	3	0%	-9	-8%	-1%
CC(=O)Nc1ccc(NC(=O)C2C3C=CC(C3)C2C(=O)O)cc1 (centres undefined)	0%	2%	1.1	-3%	-3	0%	-8	-8%	-2%
COC(=O)c1sccc1NC(=S)N1CCC(C)CC1	-9%	1%	-1.4	0%	4	35%[activator]	-8	-17%	-3%
CC(C)(C)C(=O)OC/C(N)=N/OC(=O)c1ccc(Cl)cc1	6%	-13%	-0.4	2%	9	?	0	-14%	1%
CN(C)CC(O)COC(c1ccc(Cl)cc1)c1ccc(Cl)cc1 (centres undefined)	8%	1%	1.0	0%	9	?	1	1%	-3%
CC(C)CNc1nc(N)c([N+](=O)[O-])c(NC2CCCCC2)n1	-14%	8%	0.0	0%	-18	4%	-3	-28%	-1%
CCn1c(C(=O)N2CCC(C(=O)NCc3ccc(OC)cc3)CC2)cc2sccc21	2%	4%	·	4%	·	2%	-2	1%[11.4 µM]	-5%
CN(CC(=O)N1CCc2ccccc21)S(=O)(=O)c1ccc(Br)s1	3%	-15%	-0.6	0%	-23	2%	-4	-18%	8%
CCc1nnc(NC(=O)CCC(=O)NC2CCCCCCC2)s1	14%	-4%	0.2	2%	8	8%	-13	-3%	-2%
Cc1ccc2cccc(NC(=O)c3cccc4ccccc34)c2n1	-4%	-8%	0.8	-13%	·	49%&-15%[activator]	17&-3	-8%	3%
Cc1ccc2cc(CN(Cc3ccco3)C(=O)NCc3ccccc3)c(=O)[nH]c2c1C	2%	1%	-0.1	-8%	-11	434%[activator]	-1	-13%	-4%
Cc1ccc(S(=O)(=O)N(CC(=O)N2CCC(C)CC2)Cc2ccccc2F)cc1	-13%	2%	0.3	-1%	8	-3%	-6	21%	-3%
COc1cc(C2NC(=O)CCC2[N+](=O)[O-])cc(OC)c1OC (centres undefined)	8%	4%	0.1	0%	10	-6%	0	2%	-3%
O=C(CN1C(=O)c2cccc3cccc(c23)C1=O)N1CCCCCC1	-5%	-12%	0.5	-1%	-4	11%	-5	32%	0%
CC(=O)c1c(C)cc(C)c(CSc2nc(C)cc(=O)[nH]2)c1C	-3%	·	-0.1	-1%	6	26%	-7	7%	2%
Cc1ccc(C(=O)N(C)c2ccc(OCC(=O)N3c4ccc(C)cc4C4CN(C)CCC43)cc2)cc1 (centres undefined)	-22%	4%	0.5	1%	-3	·	5	32%	0%
CCOC(=O)Cc1nnc(NC(=O)C(CC)Sc2nc(C)cc(=O)[nH]2)s1 (centres undefined)	6%	0%	-1.8	-4%	7	-25%	0	?	-3%
COc1cccc(OC)c1OC(=O)/C=C/c1ccc(C)o1	-10%	-1%	-1.1	2%	0	?	1	-12%	-4%
CC1(C)Cc2c(c(-c3ccco3)[nH]c(=O)c2C#N)CS1	5%	-17%	0.2	1%	-1	?	7	-48%	-8%
CCCCS(=O)(=O)c1sc2nc(C)cc(C)c2c1N	2%	·	·	1%	·	-25%	4	-1%	-3%
N/C(=N\OC(=O)COc1ccc(Br)cc1Cl)c1ccccn1	2%	-4%	0.2	-12%	7	-13%	-1	8%	-11%
CC(OC(=O)c1cccc([N+](=O)[O-])c1)C(=O)NCc1ccc2c(c1)OCO2 (centres undefined)	-1%	-1%	-0.6	-1%	16	-6%	0	40%	-2%
NS(=O)(=O)c1cccc(NC(=O)CNC(=O)CC23CC4CC(CC(C4)C2)C3)c1	0%	-5%	-4.3	-2%	-7	2%	-7	-6%	-2%
CCOc1ccc(N(CC(=O)N2CCc3ccccc32)S(=O)(=O)c2c(C)noc2C)cc1	-3%	-13%	0.6	0%	0	12%	-6	15%	-4%
COc1ccc(S(=O)(=O)Nc2nc3c(s2)C(=O)CC(C)(C)C3)cc1	3%	1%	-2.7	-1%	-3	-22%	-8	-4%	-1%
NC(=O)c1c(NC(=O)c2cccnc2Cl)sc2c1CCCC2	-29%	-15%	-0.1	2%	-4	-1%	-8	-3%	2%

Taken from above, two compounds:
SMILES	Vif-A3F inh	ERG Ets-DNA blk	D2 agonist	Vif-APOBEC3G blk	D2 antagonist	12-LOX inh	LDHA block	RGS4 inhibitor	GRP78 ERSR act
COc1ccc(S(=O)(=O)Nc2nc3c(s2)C(=O)CC(C)(C)C3)cc1	3%	1%	-2.7	-1%	-3	-22%	-8	-4%	-1%
NC(=O)c1c(NC(=O)c2cccnc2Cl)sc2c1CCCC2	-29%	-15%	-0.1	2%	-4	-1%	-8	-3%	2%
